Screens as filed in PubChem BioAssay.
NOD2 RIPK2 PPI: blocks binding of human NOD2 to RIPK2; CHO BLA complementation NOD2-RIPK2, CCF4 ratio; inhibition, % at 4.98 µM; AID 624267; actives 0.38% (n = 360,000); in the data active means inhibition above about 21%;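 further: 0% = vehicle only and 100% = reference blocker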
Target sequence (O43353 whole entry, looked up): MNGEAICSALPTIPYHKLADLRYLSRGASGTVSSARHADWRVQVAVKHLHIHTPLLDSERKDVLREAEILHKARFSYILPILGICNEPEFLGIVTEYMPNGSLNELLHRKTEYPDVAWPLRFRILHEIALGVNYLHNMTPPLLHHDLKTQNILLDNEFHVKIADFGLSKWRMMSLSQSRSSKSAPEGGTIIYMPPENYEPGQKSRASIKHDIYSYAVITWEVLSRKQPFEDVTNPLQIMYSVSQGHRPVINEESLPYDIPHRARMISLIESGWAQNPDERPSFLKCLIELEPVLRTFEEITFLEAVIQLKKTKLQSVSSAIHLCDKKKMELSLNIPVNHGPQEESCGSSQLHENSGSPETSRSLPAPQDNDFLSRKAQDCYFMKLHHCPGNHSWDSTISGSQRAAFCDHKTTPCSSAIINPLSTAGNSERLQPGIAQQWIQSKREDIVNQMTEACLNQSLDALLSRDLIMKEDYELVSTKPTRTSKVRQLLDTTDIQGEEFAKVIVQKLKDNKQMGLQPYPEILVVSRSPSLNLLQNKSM
NCOA2 inhibitor: inhibits human steroid receptor coactivator 2; Q15596; HEK293 GAL4-SRC2 luciferase reporter, luminescence; inhibition, % at 9 µM; actives 0.17% (n = 370,000);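 active means inhibition above the mean inhibition of all tested compounds plus 3 SD, set per campaign, cut at about 52% in these data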;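 further: 0% = DMSO treated cells and 100% = cells given Gossypol at 36 µM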
Glyco luc inh: blocks N-linked glycosylation in D54 reporter cells | actives 0.23% (n = 360,000) | reporter increase, % at 12.5 µM | D54 ERlucT glycosylation luciferase reporter, 24 h; percent of 100 nM tunicamycin response;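 active means mean luciferase reporter signal, scaled so untreated is 0 and the glycosylation-blocking control 100, at or above a set limit in every replicate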;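 further: luciferase carries N-glycosylation sites so blocking glycosylation raises the light; 0% = median of neutral control wells and 100% = median of 100 nM tunicamycin wells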
m5-HT2A agonist: activates the mouse 5-HT2A serotonin receptor; CHO-K1 mHTR2A beta-arrestin complementation, luminescence; percent of 30 µM serotonin response; actives 0.66% (n = 360,000); P35363; activation, % at 7.6 µM;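 active means activation above a run cutoff, the mean activation of all tested compounds plus 3 SD, cut at about 14% in these data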;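 further: 0% = plate median of compound wells and 100% = 30 µM serotonin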
ABCB6 inh MLPCN: human ABCB6 transporter inhibition; fluorescence ratio to DMSO, % at 10 µM; Q9NP58; K562-ABCB6 porphyrin accumulation, flow cytometry, 1 h; stronger effect = lower value; actives 0.19% (n = 360,000);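 active means fluorescence ratio to DMSO below 75%, the collection mean minus 3 SD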;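 further: signal is porphyrin accumulated inside mitochondria; 100% equals median channel fluorescence of DMSO control wells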
ABHD5 PLIN5 PPI: ABHD5-PLIN5 protein interaction inhibition | Q00G26+Q8WTS1 | Split G. princeps luciferase complementation, luminescence, 4 h | inhibition, % at 4 µM | actives 0.78% (n = 360,000) | AID 602281;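 active means inhibition above the mean inhibition across every tested compound plus 3 SD, cut at about 22% in these data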;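 further: 0% = DMSO only wells and the 100% control is not disclosed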
MC4R barr agon: activates human MC4R beta-arrestin recruitment; U2OS MC4R beta-arrestin complementation, luminescence; percent of melanotan II response, DMSO zero; activation, % at 8.9 µM; actives 0.98% (n = 360,000);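 active means activation above a per-plate cutoff, the mean activation of sample wells on that plate plus 3 SD, cut at about 8% in these data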
Target sequence (P32245 whole entry, looked up): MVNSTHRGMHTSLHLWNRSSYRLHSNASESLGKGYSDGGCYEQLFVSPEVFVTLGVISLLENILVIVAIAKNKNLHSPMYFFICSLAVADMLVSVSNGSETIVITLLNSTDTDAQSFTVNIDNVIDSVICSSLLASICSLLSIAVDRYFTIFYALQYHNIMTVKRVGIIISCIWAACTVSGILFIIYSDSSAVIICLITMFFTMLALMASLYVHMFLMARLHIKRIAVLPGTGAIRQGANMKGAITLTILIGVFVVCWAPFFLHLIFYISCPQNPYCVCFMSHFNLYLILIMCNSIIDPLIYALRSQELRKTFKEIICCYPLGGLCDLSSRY
H9c2 protect: myocardial damage modulation in H9c2 cells. H9c2 cardiomyocytes, H2O2 injury protection, ATPLite, 2 h. protection from H2O2 cell death, % at 20 µM. actives 0.63% (n = 360,000). AID 588492;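 active means compounds giving at least 50% protection of heart cells from peroxide-induced death in the single-dose screen, raw or plate-pattern-corrected value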;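 further: 0% = DMSO wells with peroxide and 100% = DMSO wells without peroxide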
MC4R antagonist: antagonists of human melanocortin 4 receptor (MC4R) | MC4R-expressing cells, MTII-stimulated cAMP, LANCE TR-FRET | inhibition, % at 6.5 µM | actives 0.48% (n = 360,000) | AID 540295;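 active means inhibition above its plate's cutoff, the mean of tested wells on that plate plus 3 SD, cut at about 29% in these data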;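 further: 0% = Melanotan II alone and 100% = Melanotan II plus saturating MCL0020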
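Assay system: human MC4R-expressing U2OS cells; reagent: Melanotan II stimulation of cells; dosing: 6.5 µM single dose; timing: compound 30 min, challenge 1 h, detection 1 h; signal: TR-FRET cAMP assay; replicates: one well per compound, no replicates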
TLR9-MyD88 inh: blocks human TLR9 binding to MyD88 | Q9NR96+Q99836 | CHO BLA complementation TLR9-MyD88, CCF4 FRET ratio | inhibition, % at 4.98 µM | actives 0.21% (n = 340,000) | AID 504734;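 active means inhibition above the mean over all tested compounds plus 3 SD, cut at about 21% in these data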;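 further: 0% = DMSO only wells and 100% = clavulanate BLA inhibitor control wells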
Numbers without * were called inactive; . = not tested or not shown. Not all compounds are listed (hit frequency here may not be typical).

Sequence of screens – NOD2 RIPK2 PPI, NCOA2 inhibitor, Glyco luc inh, m5-HT2A agonist, ABCB6 inh MLPCN, ABHD5 PLIN5 PPI, MC4R barr agon, H9c2 protect, MC4R antagonist, TLR9-MyD88 inh
- Cc1cccc(/C=C\c2nc3ccccc3c(=O)[nH]2)c1
  -18, -62, -3, -5, 96, 5, 2.0, -8, -4, 0
- CC1(C)CC(=O)C(=Cc2cn(CCC#N)nc2-c2ccc(F)cc2)C(=O)C1
  -3, -32, 2, -1, 101, 23*, -4.3, -2, 7, -1
- CCOn1c(=O)c(-c2cccc(Br)c2)[n+]([O-])c2ccccc21
  -1, 21, 1, 4, 102, 0, -1.2, 5, 6, 1
- CCOC(=O)N1CCN(C(=O)C2CCCN(Cc3nc(-c4ccc(Cl)cc4)oc3C)C2)CC1 (stereo not given)
  -5, 10, -5, 0, 91, 9, -0.1, -29, 8, 4
- CCOC(=O)c1c(C)c(C(=O)Nc2cc(F)ccc2F)c(C)n1C
  -15, 13, 23, -3, 97, 4, 2.1, -1, -2, -1
- CCOc1cccc2sc(N(CCCN(C)C)C(=O)Cc3ccccc3)nc12
  -6, -6, 3, 9, 95, -2, 0.5, 25, -1, -9
- O=C(Nc1ccccc1)c1cc(C2CCCN(C(=O)c3cccs3)C2)on1 (stereo not given)
  -2, -299, -1, -9, 106, -8, -1.3, 0, 4, .
- CC(C)(C)C(=O)N(Cc1ccc(Cl)cc1)Cc1cccnc1
  0, -14, 1, -2, 94, 3, 0.9, -2, 12, -1
- CC(C)(C)NC(=O)C(Cc1ccccc1)NS(=O)(=O)c1cccc2nsnc12 (stereo not given)
  -29, 20, 0, 2, 101, 1, 1.6, 0, -5, 6
- Cc1cccc(N2C(=O)C=CC2=O)c1
  14, -1, 1, 2, 95, 6, -3.7, -9, 16, -3
- O=C(NNc1ccc([N+](=O)[O-])cc1)Nc1ccccc1
  8, -9, 4, -2, 99, -4, -1.7, -9, -2, -2
- NC(=O)CSc1ncnc2c1nnn2Cc1ccc(F)cc1
  -6, 11, 1, 1, 101, 0, -0.9, 6, 3, -1
- CC(=Nc1ccc(C)c(C)c1)C1=C(O)CCC1=O
  -3, -24, -3, -2, 107, -3, -1.0, -2, 1, 7
- COc1cc(C(=O)Nc2ccc(N3CCCS3(=O)=O)cc2)c([N+](=O)[O-])cc1OC
  4, 7, 1, -8, 99, -1, -1.1, 12, 8, -2
- O=C1NC[C@@H](CCCCN2C[C@H](Cc3ccc(O)cc3)N(CCc3ccccc3)C(=O)C2=O)N(CCc2ccc(O)cc2)C1=O
  -1, -14, ., -3, 90, 3, ., ., ., .
- O=C(NCc1ccc(OC(F)(F)F)cc1)C1CC(c2ccccc2C(F)(F)F)=NO1 (stereo not given)
  6, -15, 1, 2, 101, 1, 3.0, -4, 2, -1
- COc1cc(CNC(=O)C2CC(O)CN2C(=O)Nc2ccccc2)cc(OC)c1OC (stereo not given)
  -1, 9, 0, 2, 100, 4, -1.5, -2, 2, 2
- Cn1nc(NC(=O)C(F)(F)F)c2nccnc21
  -15, -31, 0, 3, 102, 11, 0.7, 4, -5, -13
- CCC(=O)N=c1ccn(C2=Nc3ccccc3NC2=C(C#N)C#N)cc1
  9, 3, 3, -4, 95, 2, -2.5, -1, 2, 0
- Cc1ccc(NC(=O)NCCN2C(=O)C3C4C=CC(C4)C3C2=O)cc1 (stereo not given)
  -11, -49, -4, 1, 98, -1, -0.9, 12, 7, -9

The last two compounds of the section above come first, to join the parts:
Sequence of screens – NOD2 RIPK2 PPI, NCOA2 inhibitor, Glyco luc inh, m5-HT2A agonist, ABCB6 inh MLPCN, ABHD5 PLIN5 PPI, MC4R barr agon, H9c2 protect, MC4R antagonist, TLR9-MyD88 inh
- CCC(=O)N=c1ccn(C2=Nc3ccccc3NC2=C(C#N)C#N)cc1
  9, 3, 3, -4, 95, 2, -2.5, -1, 2, 0
- Cc1ccc(NC(=O)NCCN2C(=O)C3C4C=CC(C4)C3C2=O)cc1 (stereo not given)
  -11, -49, -4, 1, 98, -1, -0.9, 12, 7, -9
- O=C(NCc1ccccc1)C1C(c2ccccc2)=Nc2ccccc2N1C(=O)c1cccnc1 (stereo not given)
  4, 0, ., -4, ., -1, ., ., ., .
- COc1ccc(NC(=O)c2cc(-c3cc(F)ccc3OC(C)C)n[nH]2)c(C)c1
  2, -11, -2, -7, 98, -4, -2.8, -1, 11, .
- Cc1ccc(-n2c(=O)c(C#N)cc3c(=O)n4ccccc4nc32)cc1C
  -6, -3, 0, 3, 92, 5, -3.1, 5, 5, -7
- C=CCn1c(SCC(=O)N2CCOCC2)nc(O)cc1=O
  -5, 1, 3, 2, 103, 1, -2.7, 4, 2, 4
- COc1ccc(C(C)=O)cc1CSc1nc2ccccc2c(=O)n1-c1ccccc1
  -6, 18, 1, 2, 100, 1, 16*, 4, -24, 14
- Cc1cc(Cl)ccc1OCCCC(=O)NC1CCN(C)CC1
  5, ., -1, -6, 102, 3, -3.5, 4, -6, 9
- CC(C)CN1C(=O)CSCC1(C)C(=O)NC(C)C (stereo not given)
  -9, -3, ., 12, ., -4, ., ., ., .
- CCOC(=O)COn1c(=O)c(-c2cccs2)[n+]([O-])c2ccccc21
  -6, -2, 3, -2, 116, 1, -2.3, 15, 7, -4
- CC1(C)Cc2c(sc3ncn(N)c(=N)c23)CO1
  -2, 8, -3, 0, 105, 1, 1.2, 18, 0, -9
- CC(NCC(=O)NCC(=O)Nc1ccc(F)cc1)c1cccc(C(F)(F)F)c1 (stereo not given)
  -9, -27, -1, -7, 99, -3, -1.6, -3, 16, 14
- C#CCn1c(S(=O)(=O)Cc2ccc(OC)cc2)nc(-c2ccccc2)c1-c1ccccc1
  0, -1, -13, -3, 93, 0, -2.3, -4, 5, -6
- COc1ccc(S(=O)(=O)N2CCCC(C(=O)NCC3CCCO3)C2)cc1Cl (stereo not given)
  -2, -39, 0, -2, 89, -3, -2.0, -1, -2, 3
- CCC(C)[C@H](NC(=O)N1CCC(Cc2ccccc2)CC1)C(=O)O (stereo not given in full)
  -11, 18, -2, 8, 92, -2, -0.8, -3, 0, 0
- Cc1cc(NC(=O)CCC(=O)N(Cc2ccccc2)C(C(=O)NC2CCCC2)c2ccc(C)o2)no1 (stereo not given)
  7, 0, -3, -1, 96, 5, -1.1, 3, 4, 9
- CCC1CCCCN1CCCNC(=O)CNC(=O)Cn1ccc2ccccc2c1=O (stereo not given)
  1, -23, 2, -4, 101, -2, 0.8, 0, 1, 2
- CCOCCCNC(=O)c1cn(CC)c2ccc(S(=O)(=O)N3CCC(C)CC3)cc2c1=O
  -12, 7, 0, 0, 100, 3, -0.7, -5, -1, 2
- CC(=O)Nc1ccc(NC(=O)CSc2ccc3nnc(-c4cccnc4)n3n2)cc1
  0, 12, 1, 1, 97, -3, -1.1, 3, 5, 3
- COc1ccc(NC(=O)c2cnc(SC)n2-c2ccc(F)cc2)c(OC)c1
  -1, 6, 1, -2, 107, -9, -1.5, 2, 1, 0
- Cc1sc(N/N=C/c2ccco2)nc1-c1ccccc1
  -3, -29, -8, -3, 103, -4, -1.8, -1, 9, 0
- COc1cc(C)nn1-c1ccc(Cl)cc1
  0, -16, 2, -4, 95, -6, -0.4, 5, -5, -1

Look-ups from above:
Value for Cc1cccc(N2C(=O)C=CC2=O)c1 in H9c2 protect: -9
Value for CC(C)(C)NC(=O)C(Cc1ccccc1)NS(=O)(=O)c1cccc2nsnc12 (stereo not given) in H9c2 protect: 0
Value for CCC(=O)N=c1ccn(C2=Nc3ccccc3NC2=C(C#N)C#N)cc1 in ABHD5 PLIN5 PPI: 2

Of the compounds above, these contain a CF3 group:
Sequence of screens – NOD2 RIPK2 PPI, NCOA2 inhibitor, Glyco luc inh, m5-HT2A agonist, ABCB6 inh MLPCN, ABHD5 PLIN5 PPI, MC4R barr agon, H9c2 protect, MC4R antagonist, TLR9-MyD88 inh
- O=C(NCc1ccc(OC(F)(F)F)cc1)C1CC(c2ccccc2C(F)(F)F)=NO1 (stereo not given)
  6, -15, 1, 2, 101, 1, 3.0, -4, 2, -1
- Cn1nc(NC(=O)C(F)(F)F)c2nccnc21
  -15, -31, 0, 3, 102, 11, 0.7, 4, -5, -13
- CC(NCC(=O)NCC(=O)Nc1ccc(F)cc1)c1cccc(C(F)(F)F)c1 (stereo not given)
  -9, -27, -1, -7, 99, -3, -1.6, -3, 16, 14

Next part.
Sequence of screens – NOD2 RIPK2 PPI, NCOA2 inhibitor, Glyco luc inh, m5-HT2A agonist, ABCB6 inh MLPCN, ABHD5 PLIN5 PPI, MC4R barr agon, H9c2 protect, MC4R antagonist, TLR9-MyD88 inh
- CC(NC(=O)C1CCN(S(=O)(=O)c2ccc3nc4c(c(C(=O)O)c3c2)CCCC4)CC1)c1ccccc1 (stereo not given)
  6, -8, 0, 1, 106, -1, -2.9, 4, 1, -4
- Cn1c(SCc2nc3cc(C(=O)O)ccc3c(=O)[nH]2)nnc1C(F)(F)F
  -1, -7, 0, 1, 98, -3, -2.1, 5, 15, 2
- O=C(NCc1ccccn1)c1cccc(S(=O)(=O)N2CCc3ccccc32)c1
  -7, -6, -1, -6, 103, -1, -0.7, 6, 9, -22
- CC1(C)CC(=O)C(C2C3=C(CC(C)(C)CC3=O)Oc3ccccc32)=C(O)C1 (stereo not given)
  -5, -2, -3, -4, 99, -1, -1.1, -1, 0, 1
- O=C1c2ccccc2C(=O)N1CSc1ncccn1
  -19, 0, 0, 0, 115, 1, -0.9, 14, -2, -12
- COc1ccccc1CN1CC(C(=O)N(C)CCCn2nc(C)cc2C)CCC1=O (stereo not given)
  -6, -17, -4, -7, 105, -5, 0.1, 2, 11, -9
- O=C(/C=C/c1cccs1)Nc1scc(-c2ccccc2)c1C(=O)O
  -7, -57, -12, -1, 112, 4, -0.2, -19, 6, 0

4 entries already listed, ordered by the value under m5-HT2A agonist, high to low:
SMILES	m5-HT2A agonist
Cn1c(SCc2nc3cc(C(=O)O)ccc3c(=O)[nH]2)nnc1C(F)(F)F	1
O=C(/C=C/c1cccs1)Nc1scc(-c2ccccc2)c1C(=O)O	-1
CC1(C)CC(=O)C(C2C3=C(CC(C)(C)CC3=O)Oc3ccccc32)=C(O)C1 (stereo not given)	-4
COc1ccccc1CN1CC(C(=O)N(C)CCCn2nc(C)cc2C)CCC1=O (stereo not given)	-7
